Assay outcomes as filed in PubChem BioAssay.
TDP2 inh – blocks human TDP2 phosphodiesterase activity | actives 0.34% (n = 370,000) | recombinant TDP2, T5PNP hydrolysis, p-nitrophenol absorbance 415 nm | AID 720702 | O95551 | inhibition, % at 12.8 µM;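 active = inhibition above the mean of all tested compounds plus 3 SD, set per campaign, cut at about 25% in these data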;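 note: 0% = DMSO with enzyme and 100% = buffer with substrate but no TDP2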
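Material: recombinant human TDP2; quantity: TDP2 enzyme at 120 nM final; medium: Tris-HCl pH 7.5 with MgCl2; compound: single concentration, 12.8 µM nominal, with 1% DMSO; incubation: 2 h enzyme incubation at 37 °C; signal: epi absorbance; measure: percent inhibition; benchmarks: high control without enzyme, low control DMSO plus TDP2; repeats: singlicate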
SIAE inh – human SIAE inhibition, primary screen | Q9HAT2 | SIAE FP-Rh probe binding, fluorescence polarization | inhibition, % at 9.66 µM | actives 0.69% (n = 370,000);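 active = inhibition above a cutoff: mean of compounds within the control limits plus 3 SD of those, cut at about 17% in these data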;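 note: 0% = plate median of compound wells and 100% = probe without SIAE protein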
DDE Tn6 FP inh – DD(E)-Tn6 binding inhibition, primary FP screen; Fibrin DD(E) TRITC-Tn6 fluorescence polarization displacement; actives 0.21% (n = 370,000); AID 720509; inhibition, % at 8.3 µM;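 active = inhibition above a per-campaign cutoff: mean of compounds within control limits plus 3 SD, cut at about 15% in these data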;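 note: 0% = median of all compound wells on the plate and 100% = blocking peptide control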
ARFGAP1 inh – inhibits rat ARF GTPase activating protein 1 | Q62848 | Arfgap1-stimulated ARF1 GTP hydrolysis, GDP FP detection | inhibition, % at 16.5 µM | actives 0.26% (n = 360,000) | AID 651572;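 active = inhibition above a per-plate limit, mean inhibition of low control wells plus 3 SD, cut at about 25% in these data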;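 note: 0% = DMSO wells with enzyme and 100% = wells lacking Arfgap1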
Target sequence (Q62848 1-136 limits assumed): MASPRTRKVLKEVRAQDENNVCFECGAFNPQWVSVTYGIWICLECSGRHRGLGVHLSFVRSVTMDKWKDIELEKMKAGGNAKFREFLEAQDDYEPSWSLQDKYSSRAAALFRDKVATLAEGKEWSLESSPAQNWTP
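Material: rat Arfgap1 GAP domain (His6, aa 1-136), purified enzyme. Also added: human ARF1(Δ1-17)-GTP substrate. Compound dosing: 16.5 µM single point, 1.26% DMSO. Timing: enzyme reaction 120 min at 25 °C after 20 min preincubation. Signal: GDP detection by fluorescence polarization. Read-out basis: percent inhibition of GAP-stimulated GDP formation, scaled between DMSO and no-Arfgap1 medians.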
Tn7 DDE FP – inhibitors of Tn7 peptide binding to human fibrin DD(E). actives 0.13% (n = 370,000). FP displacement of FITC-Tn7 peptide from fibrin DD(E); 0% = median of compound wells per plate. inhibition, % at 8.3 µM;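 active = inhibition above the mean of compounds falling within the control limits plus 3 SD of them, cut at about 14% in these data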;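 note: 0% = plate median of compound wells and 100% = 10 µM Aha-Tn7 peptide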
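Assay system: human fibrin DD(E) protein / Input: 2 µM fibrin DD(E) / Benchmarks: high control of 10 µM Aha-Tn7 peptide / Measured by: fluorescence polarization of the labelled Tn7 tracer / Medium: Tris buffer with calcium and detergent, pH 7.8 / Timing: 10 min compound pre-incubation, 3 h probe incubation at room temperature / Repeats: one replicate per compound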
PLCb3 inh – inhibitors of human phospholipase C beta3; Purified PLC-beta3, fluorogenic substrate, fluorescence; Q01970; inhibition, % at 12.2 µM; actives 0.18% (n = 370,000); AID 720704; in the data active = inhibition above about 11%;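 note: 0% = median of compound wells on plate and 100% = full blocker control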
ADAM17 inh – ADAM17 inhibition, QFRET primary screen; inhibition, % at 6.95 µM; recombinant ADAM17, EDANS/DABCYL FRET peptide cleavage; actives 0.83% (n = 370,000);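 active = inhibition above the mean of compounds lying between control limits plus 3 SD, set per campaign, cut at about 8.5% in these data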;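 note: 0% = DMSO-only wells as the low control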
Target sequence (P78536 215-824 limits assumed): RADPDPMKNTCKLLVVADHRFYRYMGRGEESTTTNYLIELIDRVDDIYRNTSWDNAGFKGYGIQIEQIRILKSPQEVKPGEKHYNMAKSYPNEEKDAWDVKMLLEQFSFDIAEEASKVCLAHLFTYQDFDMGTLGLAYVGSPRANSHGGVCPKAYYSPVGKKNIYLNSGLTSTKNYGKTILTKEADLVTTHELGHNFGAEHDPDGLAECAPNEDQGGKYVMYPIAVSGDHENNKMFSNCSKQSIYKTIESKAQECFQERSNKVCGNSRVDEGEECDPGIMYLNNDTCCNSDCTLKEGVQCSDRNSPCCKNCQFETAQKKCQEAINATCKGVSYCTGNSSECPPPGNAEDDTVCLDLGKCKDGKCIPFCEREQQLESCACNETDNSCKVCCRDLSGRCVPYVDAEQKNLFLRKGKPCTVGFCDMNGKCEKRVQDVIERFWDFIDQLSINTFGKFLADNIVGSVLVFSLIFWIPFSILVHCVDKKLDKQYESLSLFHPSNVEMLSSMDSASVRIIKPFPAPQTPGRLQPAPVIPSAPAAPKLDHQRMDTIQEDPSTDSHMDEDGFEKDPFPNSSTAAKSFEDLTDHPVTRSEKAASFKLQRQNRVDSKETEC
PLCg1 inh – PLC-gamma1 (human) inhibition, primary screen; purified PLC-gamma1, fluorogenic substrate, fluorescence; P19174; inhibition, % at 12.2 µM; actives 0.84% (n = 370,000); in the data active = inhibition above about 9.5%
ASAP1 inh – ASAP1 ArfGAP inhibition; Q9ULH1; inhibition, % at 16.5 µM; actives 0.19% (n = 360,000); ASAP1-stimulated ARF1 GTP hydrolysis, GDP FP detection; in the data active = inhibition above about 25%;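 note: 0% = vehicle with enzyme and substrate and 100% = no enzyme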
ADAM10 inh – inhibits human ADAM10; AID 720582; recombinant ADAM10, EDANS/DABCYL FRET peptide cleavage, 3 h; actives 0.62% (n = 370,000); inhibition, % at 7 µM; O14672;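 active = inhibition above a per-campaign cutoff equal to the mean of compounds falling between control-based bounds plus 3 SD, cut at about 20% in these data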;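 note: 0% = DMSO wells while the 100% control is not disclosed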
* hit, by the source's call; i = inactive. Random draw from the library. About 3.6% of those tested had a hit in this group.

SMILES | TDP2 inh | SIAE inh | DDE Tn6 FP inh | ARFGAP1 inh | Tn7 DDE FP | PLCb3 inh | ADAM17 inh | PLCg1 inh | ASAP1 inh | ADAM10 inh
COc1ccc(-n2ncc3c(SCC(=O)N4CCN(c5ccccc5OC)CC4)ncnc32)cc1 | -3 | -4 | 0 | 2 | 5 | 1 | -1 | 1 | 1 | 10
COc1cccc(C2C(C(=O)c3cccs3)=C(O)C(=O)N2CCN2CCOCC2)c1 (stereo not given) | -6 | 1 | -5 | -9 | 0 | -5 | -2 | 0 | -8 | -13
O=c1c(Cc2ccccc2)c(O)ccn1CCc1cnc[nH]1 | -9 | -2 | -3 | 10 | -6 | 1 | -2 | 0 | -3 | 4
Cc1cc(C)c(C)c(S(=O)(=O)N2CCN(C(=O)CCc3nc4ccccc4c(=O)[nH]3)CC2)c1C | 10 | 11 | 9 | -3 | -7 | -2 | 1 | -1 | 7 | 1
O=C(Cn1cncn1)N/N=C/c1cccnc1 | 4 | -1 | 4 | -3 | 0 | -8 | 0 | 0 | 1 | -7
Cc1ccc2nc(-c3ccccc3)cc(C(=O)N3CCN(S(=O)(=O)c4c(C)noc4C)CC3)c2c1 | -12 | -9 | 8 | -15 | -3 | -2 | -4 | 4 | 13 | -2
CCc1ccc(NC(=O)C2CC(=O)Nc3ncnn32)cc1 (stereo not given) | 1 | -2 | 3 | -3 | 5 | 1 | 2 | 7 | 5 | 4
O=C(NC(NC(=S)Nc1ccc(Cl)cc1Cl)C(Cl)(Cl)Cl)c1cccc([N+](=O)[O-])c1 (stereo not given) | 3 | -53 | -1 | -11 | 3 | 0 | -1 | -1 | 7 | 6
O=C1N/C(=C\c2ccccc2)C(O)=C1C=NCc1ccccc1 | 4 | 1 | -5 | 18 | 3 | -10 | -3 | -7 | -7 | -8
Nc1[nH]nc2nc(N3CCOCC3)nc(-c3ccccc3)c12 | 3 | 4 | 0 | -3 | -3 | 5 | 1 | -2 | 4 | -10
CCC(C)(C)NC(=O)CN(C(=O)CCC(=O)Nc1nccs1)c1ccccc1C | 4 | -1 | 5 | -4 | -3 | -3 | 1 | 2 | 3 | 6
OCC1(CCc2ccccc2)CCN(Cc2cnc(N3CCCC3)s2)CC1 | 7 | 1 | -3 | 7 | -5 | -4 | -1 | 1 | -10 | 1
COc1ccc(N(CC(=O)Nc2cccc(F)c2)S(=O)(=O)c2c(C)[nH]c(=O)[nH]c2=O)cc1 | 1 | -2 | 5 | 18 | -3 | -9 | 5 | 0 | 2 | -8
CCN1CCN(C(c2cc(OC)c(OC)c(OC)c2)c2nnnn2C(C)C)CC1 (stereo not given) | 17 | 9 | -2 | -2 | -5 | 2 | -1 | 1 | 12 | 0
O=C(Nc1cccnc1)c1ccc(COc2cc(Cl)ccc2Cl)o1 | -8 | -21 | 2 | 10 | 9 | -2 | 6 | 0 | -3 | 8
CCCc1nc2scc(-c3ccccc3)c2c(=O)n1N | 9 | 8 | -1 | 9 | -4 | 6 | -1 | 0 | 9 | 2
Cc1ccc(S(=O)(=O)N2CCCCC2)cc1C(=O)OC(C)C(=O)NC1CCCCC1C (stereo not given) | -2 | 1 | 0 | -5 | -12 | 2 | 1 | -1 | 3 | -5
O=C(/C=C/c1ccccc1)CCN1CCOCC1 | 2 | 3 | -2 | -16 | -5 | 3 | -5 | 1 | 1 | -13
CC1CCCC(NC(=O)c2cccc(S(=O)(=O)N3CCOCC3)c2)C1C (stereo not given) | -7 | 1 | -2 | -6 | -4 | 6 | 4 | 2 | 5 | 1
CN1CCC(=NNC(=O)CN(c2ccc(Oc3ccccc3)cc2)S(C)(=O)=O)CC1 | -9 | -4 | -2 | 0 | 6 | -2 | 1 | -6 | -6 | 2
COc1ccc(N2C(=O)CC(N3CCN(c4ccc(Cl)cc4)CC3)C2=O)cc1 (stereo not given) | -2 | -4 | -10 | 3 | -5 | -4 | 0 | -2 | 7 | 1
COc1ccc(N=c2oc3cc(O)ccc3cc2C(=O)NCC2CCCO2)c(OC)c1 (stereo not given) | -2 | 11 | 5 | 3 | -1 | i | i | i | 21 | i
O=C1Cc2cc(S(=O)(=O)N3CCN(c4ccc(C(=O)O)cc4)CC3)ccc2N1 | 11 | -4 | 1 | -3 | 2 | -7 | -6 | -3 | 5 | -13
Cn1c(CO)nc2cc(N)ccc21 | -1 | 5 | 2 | -3 | 6 | -12 | -4 | -11 | -4 | -6
O=C1CCCN2N=C(SCC(=O)Nc3cccc(C(F)(F)F)c3)SC2=N1 | -9 | -9 | 0 | 12 | -2 | 4 | 0 | 1 | 7 | 13
Going on with the list.
SMILES | TDP2 inh | SIAE inh | DDE Tn6 FP inh | ARFGAP1 inh | Tn7 DDE FP | PLCb3 inh | ADAM17 inh | PLCg1 inh | ASAP1 inh | ADAM10 inh
COc1cccc(-c2nnn(CC(=O)N3CCCCC3)n2)c1 | -1 | 1 | -4 | 2 | 4 | -4 | -3 | -1 | 7 | 3
O=C(C1CC1)N1N=C(C2CCCCC2)CC1(O)C(F)(F)F (stereo not given) | 4 | -10 | -4 | 0 | -5 | 0 | -5 | 8 | -4 | -13
CC1Cc2cc(/C=C3/SC(=S)NC3=O)ccc2O1 (stereo not given) | 1 | -21 | 5 | 2 | -3 | -8 | -1 | 0 | -7 | 3
O=[N+]([O-])c1ccc(/C=N/N=C/c2ccc([N+](=O)[O-])o2)o1 | 3 | 6 | 2 | 7 | -1 | -6 | 1 | -2 | 11 | -2
O=C(Nc1nnc(SCc2ccc(F)cc2)s1)C1CC(=O)N(Cc2ccccc2)C1 (stereo not given) | -1 | 0 | 6 | -7 | 3 | -4 | 0 | -1 | -1 | 0
CCOc1ccc(CNC(=O)C2CCN(S(=O)(=O)c3ccc4c(c3)CCCC(=O)N4)CC2)cc1 | -5 | -3 | 5 | 13 | 8 | -5 | -2 | 1 | -2 | -6
OC(Cc1cccc(Br)c1)c1ncc(-c2ccccc2C(F)(F)F)[nH]1 (stereo not given) | 1 | -2 | 4 | 20 | -2 | 4 | 3 | 3 | -3 | 11
COCc1cc(N2CCNC[C@@H]2C)ccc1N1C[C@@H](C)O[C@@H](C)C1 | -1 | 9 | 4 | 0 | -6 | 1 | -5 | -1 | -6 | -11
O=C1C2C3C=CC(C3)C2C(=O)N1c1cccc2cccnc12 (stereo not given) | -10 | 3 | -3 | 0 | -4 | 1 | 3 | 2 | -1 | 3
O=C(C1=C[C@H](c2coc3ccccc3c2=O)C[C@H](OCc2ccc(CO)cc2)O1)N1CCOCC1 | 0 | 13 | -4 | -4 | -2 | -1 | -5 | 2 | -11 | -3
Cc1ccc(F)c(N=Cc2c(O)c3ccccc3oc2=O)c1 | 6 | 5 | -9 | -4 | 0 | -5 | 2 | 2 | 8 | 3
CCCCC(c1nc2ccccc2[nH]1)n1c(-c2ccccc2)nc2cc(C)c(C)cc21 (stereo not given) | -1 | -9 | -1 | -1 | -3 | 4 | 2 | 6 | 4 | 2
O=C(NC1CCCCC1)c1[nH]c(C(F)(F)F)nc1-c1ccccc1 | -18 | 1 | -3 | -4 | -3 | -1 | 4 | 7 | 2 | 1
CCOC(=O)C1CCN(Cc2ccc(F)cc2F)CC1 | 0 | 0 | 0 | -3 | -1 | 1 | -2 | 2 | 4 | -2
CCc1nn(C(C)C(=O)Nc2cccc(C)c2C)c(=O)c2cc3occc3n12 (stereo not given) | 6 | 16 | -6 | -6 | -3 | -6 | -5 | -4 | 11 | -3
C=CCC1(CC=C)CCCN1C(=O)CC1C(=O)NCCN1Cc1cccc(OC)c1OC (stereo not given) | -7 | 0 | -6 | -17 | -1 | -7 | -6 | 3 | 2 | -8
Cc1ccc(C(=O)n2nc(C#N)c(C#N)c2N)cc1 | 1 | 0 | -5 | 9 | -4 | -9 | -1 | -2 | 3 | -10
O=C(/C=C/c1ccc(Cl)cc1)N(Cc1ccccc1)C1CCS(=O)(=O)C1 (stereo not given) | 2 | -3 | -3 | -6 | -5 | 4 | 6 | 6 | 14 | 4
Brc1ccc(CN2C3=NCCCN3c3ccccc32)cc1 | 4 | 3 | 3 | -8 | 1 | 2 | -4 | 0 | -9 | 3
COc1cccc(C(=O)Nc2c3c(nn2-c2ccccc2C)CS(=O)C3)c1OC (stereo not given) | 2 | -1 | -6 | -5 | 0 | 3 | -3 | -1 | -4 | 7
CCOCCn1c(N(C)Cc2ccccc2)nc2c1c(=O)[nH]c(=O)n2C | -8 | -7 | -1 | -2 | -6 | 0 | 5 | 2 | 6 | 6
CCc1nnc(NS(=O)(=O)c2ccc(NC(=O)c3ccco3)cc2)s1 | 9 | 1 | -5 | -2 | 0 | -7 | -2 | 1 | -13 | 0
N#Cc1ccc(CSc2nnc(-c3cccs3)n2-c2ccccc2)cc1 | -7 | 2 | -8 | 11 | -9 | 0 | -1 | 0 | 8 | 1
Cc1nc(NCc2ccccc2)c(C(N)=O)c2c1COC(C)(C)C2 | -7 | 11 | 5 | -20 | 0 | -58 | -52 | -43 | 8 | -171
COc1cc(NS(=O)(=O)c2ccc(NC(=O)c3ccc([N+](=O)[O-])cc3)cc2)ncn1 | -2 | 2 | 3 | -8 | -3 | -1 | 4 | 5 | 4 | 4
N#Cc1cc2c(nc1S(=O)(=O)Cc1ccccc1)CCCC2 | 3 | 3 | -2 | 1 | 2 | -3 | -3 | 1 | 8 | -4
O=C(NCCc1ccccn1)c1cc(-c2cccc3ccccc23)nc2ccccc12 | 2 | 0 | -1 | 1 | -3 | -236 | -30 | -187 | 3 | -77
O=c1[nH]c2cc3c(cc2cc1CN(CCc1ccccc1)C(=S)NCCCN1CCOCC1)OCCO3 | -11 | 10 | -1 | -6 | 1 | -157 | -115 | -99 | 7 | -338
O=C(Oc1cccc(Nc2ncnc3ccccc23)c1)c1ccccc1Cl | 2 | -57 | -2 | -3 | -1 | -143 | -4 | -120 | 7 | -22
